Assay outcomes (PubChem BioAssay)
Tb PYK inh: inhibitors of Trypanosoma brucei pyruvate kinase | Q57TT1 | TbPYK enzyme, Kinase-Glo Plus ATP luminescence, 45 min | Potency, µM (series often up to 76.8 µM), for inactives: at the top dose activity, negative = inhibition, hits mostly inhibitors | 410,000 tested, 0.12% active | AID 624173; further: nearly all actives have a fitted effect of over 50% in size
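Enzyme and substrate buffer are dispensed first and compound is pin-transferred. ADP at 130 uM final then starts the reaction, which runs 45 min at room temperature. Detection reagent is added for 10 min before luminescence is imaged.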
LmPK inhibitor: LmPK (Leishmania mexicana) enzyme inhibition; Potency, µM (highest dose often 57.5 µM), for the others: at the highest dose activity change, negative = inhibition, actives largely listed as inhibitors; Q27686; AID 1721; purified LmPK, Kinase-Glo ATP luminescence, 1 h; 290,000 tested, 0.37% active
Target sequence (Q27686 whole entry, looked up): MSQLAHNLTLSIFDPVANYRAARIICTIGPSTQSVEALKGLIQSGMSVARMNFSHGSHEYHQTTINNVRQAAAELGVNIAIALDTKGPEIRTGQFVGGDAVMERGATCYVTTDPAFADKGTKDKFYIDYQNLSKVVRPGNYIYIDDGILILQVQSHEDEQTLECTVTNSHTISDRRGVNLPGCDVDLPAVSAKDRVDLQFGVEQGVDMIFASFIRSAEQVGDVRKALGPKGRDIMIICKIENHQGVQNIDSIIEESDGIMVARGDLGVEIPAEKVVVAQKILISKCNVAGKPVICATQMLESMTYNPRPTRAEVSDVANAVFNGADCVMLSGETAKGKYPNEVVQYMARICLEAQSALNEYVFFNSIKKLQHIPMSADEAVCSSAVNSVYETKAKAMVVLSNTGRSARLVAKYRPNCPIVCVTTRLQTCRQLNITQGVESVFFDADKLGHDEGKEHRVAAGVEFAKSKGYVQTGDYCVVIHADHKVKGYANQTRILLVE
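0.1 nM LmPK, 0.5 mM PEP, 0.1 mM ADP; 50 mM imidazole pH 7.2, 7 mM MgCl2, 50 mM KCl; 1 h RT. Kinase-Glo luminescence readout, normalized to no-enzyme (full inhibition) and uninhibited wells.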
Pf growth 48h: P. falciparum growth inhibition at 48 hours (one generation); Potency, µM (highest dose often 28.7 µM), without a hit: at the top dose activity change, negative = inhibition, usual class: inhibitors; 310,000 tested, 5.9% active; P. falciparum luciferase growth in erythrocytes, 48 h
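Luminescence readout; reporter = integrated firefly luciferase in P. falciparum. RBC culture at 2% hematocrit, 0.1% parasitemia final, 37 C/5% CO2; decreased signal taken as growth inhibition.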
Sm TGR inh: blocks Schistosoma mansoni thioredoxin glutathione reductase. Q962Y6. purified TGR, DTNB reduction, TNB absorbance 405 nm. Potency, µM (highest dose often 114 µM), inactives show top-dose activity change, negative = inhibition, most hits filed as inhibitors. 360,000 tested, 3% active. AID 485364; further: nearly all actives have a fitted effect of over 60% in size
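Kinetic colorimetric format: TGR-catalysed, NADPH-driven DTNB reduction monitored via TNB absorbance. Enzyme dispensed at 20 nM; compound exposure 15 min at room temperature before reaction start.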
Pf growth 96h: inhibits malaria parasite growth, 96 h. P. falciparum luciferase reporter growth, 96 h. Potency, µM (top dose mostly 28.7 µM), for inactives: at the highest dose activity change, negative = inhibition, hits mostly inhibitors. 320,000 tested, 6.9% active. AID 504834
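Infected RBCs, 2% Hct / 0.05% parasitemia final; luciferase-reporter P. falciparum; cpd 96 h, 37 C, 5% CO2; luciferase detection reagent; luminescence.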
HCV inhibitor: HCV inhibition; Huh7.5.1 HCVcc-Cre infection, luciferase reporter, 44 h; Potency, µM (series often up to 41.8 µM), without a hit: at the top dose activity change, negative = inhibition, usual class: inhibitors; 340,000 tested, 3.4% active
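Compounds are dispensed onto cells plated 4 h earlier at 1,000 per well, with HCVcc-Cre virus (about 0.5 moi) added next. Following 44 h of culture, luminescent signal is measured for 15 sec after 15 min with substrate at room temperature.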
Numbers without * were called inactive; i = inactive; ? = inconclusive; · = no result given; & = joins results of further samples; [ ] = dose if it differs, or a comment. The call rests on the fitted dose curve; in most records, active means well fitted curve in the direction sought with a large enough effect; inconclusive means small, poorly fitted or top-dose-only effect, or another doubt; inactive means no such curve, though single readings can be large; an effect the other way counts as inactive or inconclusive. On the % scale 0 is the no-effect control and ±100 the full control effect; potency means the concentration at half of the fitted maximal effect.

cpd	Compound	Sm TGR inh	Pf growth 48h	Pf growth 96h	HCV inhibitor	Tb PYK inh	LmPK inhibitor
1	CCCCn1c(N)c(N(CCOC)C(=O)COC(=O)C(C)Oc2ccc(Cl)cc2)c(=O)[nH]c1=O (configuration not stated)	2%	-6%	41%[activator]	10%	9%	·
2	CC(=O)N1c2ccc(S(=O)(=O)N3CCC(C(=O)NCc4ccc(F)cc4)CC3)cc2CC1C (configuration not stated)	0%	?	?	?	3%	2%
3	Cc1ccc(C(C)C)c(OCC(=O)N2CCN(c3ncccn3)CC2)c1	-17%	?	-33%	22%	1%	·
4	Cc1ccc(C2=CC(=O)C[C@H](c3ccc4c(c3)OCO4)C2)cc1	-35%	?	?	-29%	-2%	·
5	COc1cccc(/C=N/NC(=O)CN(C)S(=O)(=O)c2ccccc2)c1OC	-27%	26%	-5%	3%	-1%	·
6	CC(c1ccccc1)n1c(N2CCN(C)CC2)nc2c1c(=O)[nH]c(=O)n2C (configuration not stated)	-2%	0%	-33%	-9%	-4%	4%
7	O=C(CCC(=O)c1ccc(F)cc1)NCC1(N2CCCCC2)CCCCC1	-1%	?	?	8%	2%	·
8	O=C(CCN1C(=O)c2ccccc2C1=O)NC(=S)Nc1ccccc1	-30%	14%	-1%	-13%	-3%	2%

The results go on.
cpd	Compound	Sm TGR inh	Pf growth 48h	Pf growth 96h	HCV inhibitor	Tb PYK inh	LmPK inhibitor
9	COc1cc(C(=O)Oc2ccccc2/C=N/NC(=O)c2ccc(C)cc2)cc(OC)c1OC	8%	?	?	7.9µM*	2%	0%
10	Cc1ccccc1CSCCNC(=O)c1ccc(N(C)S(=O)(=O)c2ccccc2)cc1	4%	-5%	5%	10µM*	-2%	1%
11	CCOC(=O)CN1CC23C=CC(O2)C(C(=O)Nc2ccc(OCC)cc2)C3C1=O (configuration not stated)	9%	-2%	-12%	-8%&20%	2%	-1%
12	CC1CCN(S(=O)(=O)c2ccc3[nH]c(=O)c(=O)[nH]c3c2)CC1	-11%	37%[activator]	·	·	0%	1%
13	CC(=O)Nc1ccc(-c2nc3cc(Cl)ccc3o2)cc1	-1%	123%[activator]	-5%	-11%	1%	-2%
14	COc1ccc(CNC(=O)COC(=O)c2cnccn2)cc1	-1%	0%	·	-7%	0%	-3%
15	CC(C)(C)NC(=O)C(c1ccsc1)N(CCc1ccccc1)C(=O)Cn1nnc2ccccc21 (configuration not stated)	8%	?	?	24%	-4%	1%
16	COC(=O)c1sc(NC(=O)C2CCCO2)c(C(=O)OC)c1C (configuration not stated)	-5%	?	?	-11%	0%	10%

(more compounds)
cpd	Compound	Sm TGR inh	Pf growth 48h	Pf growth 96h	HCV inhibitor	Tb PYK inh	LmPK inhibitor
17	CC(NC(=O)C1CCCN1C(=O)OCc1ccccc1)c1ccccc1 (configuration not stated)	0%	-1%	?	12%	5%	-10%
18	CS(=O)(=O)N(CC(O)Cn1c2ccccc2c2ccccc21)c1ccccc1 (configuration not stated)	-28%	?	?	1%	-1%	11%
19	CC(C)(C=O)C1=CC(=O)c2ccccc2C1=O	3.2µM*	?	?	7.1µM*	?	13µM*
20	CCOC(=O)c1csc(NC(=O)c2cc3ccccc3o2)n1	19%	255%[activator]	i	-24%	-10%	-2%
21	O=C(Cn1c(=O)[nH]c2ccccc2c1=O)Nc1ccc2c(c1)OCCO2	-2%	30%	2%	4%	3%	-5%
22	Cc1ccc(C(=O)NC(=O)OCCn2c(C)cnc2[N+](=O)[O-])cc1	6%	0%	-25%	16%	6%	6%
23	Cc1ccccc1NC(=O)c1ccc2c(c1)N(C)CCS2	10%	39%[activator]	13µM*	?	-11%	-2%
24	CS(=O)(=O)NCc1ccc(C(=O)O)cc1	4%	22%	?	24%	-3%	-1%

Carrying on:
cpd	Compound	Sm TGR inh	Pf growth 48h	Pf growth 96h	HCV inhibitor	Tb PYK inh	LmPK inhibitor
25	Cc1cc(NC(=O)CCC(=O)N(CC(=O)NC2CCCC2)c2ccc(C(C)C)cc2)no1	-1%	?	?	10%	-2%	10%
26	COc1ccc(OC)c(NC(=S)N2CCN(c3ccccn3)CC2)c1	16%	38%[activator]	42%[activator]	23%	-7%	1%
27	Fc1ccc(Nc2nc3ccccc3s2)cc1	7%	147%[activator]	71%[activator]	-25%	-8%	-3%
28	COc1ccc2oc(C(=O)OCC(=O)NC3CC3)c(C)c2c1	2%	39%[activator]	44%[activator]	-5%	5%	-6%
29	CCC(C)NCCOc1ccccc1C (configuration not stated)	-8%	-11%	42%[activator]	1%	6%	-4%
30	COc1ccc(CCNC(=O)C2CCCN2C(=O)Nc2ccc(Cl)cc2)cc1OC (configuration not stated)	3%	-27%	4%	-29%	1%	0%
31	CC(=O)c1cccc(NC(=S)NC(=O)c2ccccc2Br)c1	-21%	13%	-9%	-7%	-12%	0%
32	O=C(Nc1ncccn1)c1ccc([N+](=O)[O-])cc1Cl	-19%	33%[activator]	-1%	·	·	1%

(more compounds)
cpd	Compound	Sm TGR inh	Pf growth 48h	Pf growth 96h	HCV inhibitor	Tb PYK inh	LmPK inhibitor
33	O=C(NC(=S)N(CCCCO)C1CCCCC1)c1sc2ccccc2c1Cl	-16%	?	?	-24%	-14%	0%
34	CCn1c(/N=C/c2ccccc2NS(=O)(=O)c2ccc(C)cc2)nc2ccccc21	2%	5%	?	31%[activator]	-6%	-1%
35	CCn1c(SCC(=O)N2CCN(S(=O)(=O)c3ccccc3)CC2)nnc1-c1cccs1	-2%	1%	·	?	9%	7%
36	CCc1ccc(C2=NN(C(=O)OC)C(O)(C(F)(F)F)C2)cc1 (configuration not stated)	14%	450%[activator]	172%[activator]	-2%	-4%	-17%
37	CCOC(=O)C1=C(COC(=O)CC(C)c2ccccc2)NC(=O)NC1C (configuration not stated)	0%	-7%	-13%	-6%	4%	·
38	O=C(c1ccccc1F)N1CCN=C1c1ccccc1	·	2%	7%	1%	-11%	0%
39	O=C(COc1ccc(F)cc1)NCC1(N2CCCCC2)CCCCC1	7%	-16%	-2%	11%	2%	·
40	CC(=O)Nc1ccc(C(=O)N2CCN(S(=O)(=O)c3ccc4c(c3)OCCCO4)CC2)cc1	-14%	?	?	?	-10%	·

Entries of single compounds, quoted from the list.
`CCn1c(SCC(=O)N2CCN(S(=O)(=O)c3ccccc3)CC2)nnc1-c1cccs1` is listed with Sm TGR inh: -2%; Pf growth 48h: 1%; Pf growth 96h: ·; HCV inhibitor: ?; Tb PYK inh: 9%; LmPK inhibitor: 7%
`O=C(NC(=S)N(CCCCO)C1CCCCC1)c1sc2ccccc2c1Cl` is listed with Sm TGR inh: -16%; Pf growth 48h: ?; Pf growth 96h: ?; HCV inhibitor: -24%; Tb PYK inh: -14%; LmPK inhibitor: 0%
`CCOC(=O)C1=C(COC(=O)CC(C)c2ccccc2)NC(=O)NC1C` (configuration not stated) is listed with Sm TGR inh: 0%; Pf growth 48h: -7%; Pf growth 96h: -13%; HCV inhibitor: -6%; Tb PYK inh: 4%; LmPK inhibitor: ·

Next part.
cpd	Compound	Sm TGR inh	Pf growth 48h	Pf growth 96h	HCV inhibitor	Tb PYK inh	LmPK inhibitor
41	Cc1ccc(C(C)C)c(OCC(=O)OCC(=O)c2c(N)n(C)c(=O)n(C)c2=O)c1	-2%	14%	36%[activator]	16%	-1%	·
42	O=C(NC1CCCC1)c1ccc(CNc2c(N3CCOCC3)c(=O)c2=O)cc1	2%	·	21%	-4%	1%	5%
43	O=C(NC1CCCC1)C(c1ccc(N2CCOCC2)cc1)N(Cc1ccccc1)C(=O)c1ccco1 (configuration not stated)	-44%	15µM*	·	18%	1%	2%
44	CC1CN(C)C(C)C/C1=N\Oc1ccc([N+](=O)[O-])cc1 (configuration not stated)	11%	20%	1µM*	?	2%	-1%
45	O=C(Nc1ccc(N2CCCCC2)cc1)c1ccc2c(c1)OCCO2	-14%	·	107%[activator]	?	-8%	-13%
46	CCOC(=O)c1[nH]ncc1CN1CCCC(C(=O)c2cccc3ccccc23)C1 (configuration not stated)	0%	-24%	5%	5%	6%	5%
47	Cc1cc(NC(=O)C(C)SCC(=O)Nc2cc(Cl)ccc2N2CCN(C)CC2)no1 (configuration not stated)	-9%	?	?	?	-1%	·
48	O=[N+]([O-])c1cc2c(cc1C=Nc1ccccc1)OCO2	0%	13%	0%	17%	0%	-1%

Continuation.
cpd	Compound	Sm TGR inh	Pf growth 48h	Pf growth 96h	HCV inhibitor	Tb PYK inh	LmPK inhibitor
49	Cc1ccccc1OCC(O)Cn1nnc2ccccc21 (configuration not stated)	18%	50%[activator]	?	8%	-2%	1%
50	Cc1[nH]nc2c1C(c1ccc3c(c1)OCO3)C(C#N)=C(N)O2 (configuration not stated)	-5%	-8%	49%[activator]	0%	?	-2%
51	CCN(CC)C(=O)CSc1nnc([C@@H](NC(=O)OC(C)(C)C)C(C)C)o1	-2%	-22%	-1%[5.75 µM]	24%	-1%	0%
52	O=C(Nc1nnc(-c2ccco2)o1)c1ccc(S(=O)(=O)N2CCCC2)cc1	-4%	12µM*	?	2%	6%	1%[11.5 µM]
53	COc1ccc2oc(=O)c(C(=O)N3CCN(c4ccccc4F)CC3)cc2c1	-14%	10%	?	-2%	0%	2%
54	Cc1ccc(S(=O)(=O)Oc2ccc(/C=N/NC(=O)c3cccnc3)cc2)cc1	1%[57.1 µM]	14%	14%	-6%	0%	2%
55	CCCCC(=O)Nc1nnc(S(=O)(=O)N(CC)c2ccc(OC)cc2)s1	-17%	-4%	30%	-18%	2%	4%
56	Cc1c(CCO)sc[n+]1CC(=O)OCCC12CC3CC(CC(C3)C1)C2	5%	5.2µM*	1µM*	-8%	2%	-3%

Remaining list, next part.
cpd	Compound	Sm TGR inh	Pf growth 48h	Pf growth 96h	HCV inhibitor	Tb PYK inh	LmPK inhibitor
57	COc1ccccc1NC(=S)N(Cc1ccco1)Cc1cc2cc(C)c(C)cc2[nH]c1=O	1%	13µM*	2.1µM*	?	-11%	3%
58	CC(=O)N1CSCC1C(=O)O (configuration not stated)	6%	2%	?	-29%	-19%	-4%
59	Cc1cc(C(=O)NC(C)c2ccccc2)c2cc(F)ccc2n1 (configuration not stated)	·	-3%	?	-9%	3%	4%
60	Cc1nnsc1C(=O)NNc1c(Cl)cccc1Cl	0%	5%	6%	14%	0%	-2%
61	CCOC(=O)CSc1nnc(Cc2ccccc2)n1CC1CCCO1 (configuration not stated)	48%[activator]	-6%	·	14%	-11%	-8%
62	CC(Oc1ccc(Cl)cc1)C(=O)Nc1ccccc1C(=O)N1CCOCC1 (configuration not stated)	6%	-2%	?	0%	2%	0%
63	CCOC(=O)c1[nH]c(C)c(C(=O)Nc2ccc(F)cc2)c1C	-25%	·	-28%	-6%	-4%	6%
64	CCC1CCCCN1CCCNC(=O)c1ccc2c(=O)n(CCOC)c(=O)[nH]c2c1 (configuration not stated)	-8%	?	?	-1%	2%	3%
65	COc1ccc(/C=C2\COc3ccccc3C2=O)cc1OC	?	15%	-65%	-27%	-6%	-4%
66	O=C(CSc1nnnn1-c1ccccc1)Nc1ccc(N2CCOCC2)c(Cl)c1	-3%	-2%	·	-23%	-3%	1%
67	CN1C(=O)[C@H]2[C@@H](/C=C/c3ccccc3)N3C(=O)CN(CCO)C(=O)[C@@]3(C)[C@H]2C1=O	-6%	?	34%[activator]	13%	0%	-1%

Part of the list above, reformatted:
60: Cc1nnsc1C(=O)NNc1c(Cl)cccc1Cl
61: CCOC(=O)CSc1nnc(Cc2ccccc2)n1CC1CCCO1 (configuration not stated)

Screen / compound no.	60	61
Sm TGR inh	0%	48%[activator]
Pf growth 48h	5%	-6%
Pf growth 96h	6%	·
HCV inhibitor	14%	14%
Tb PYK inh	0%	-11%
LmPK inhibitor	-2%	-8%

Random draw from the library. About 16% of those tested had a hit in this group.
